EP2 mod = EP2 receptor (human) modulation; P43116; EP2-expressing cells, cAMP HTRF FRET, PGE2 co-stimulation; induction, % at 25 µM; actives 0.83% (n = 260,000);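 active = compounds whose cAMP rise, as percent of the full-agonist control response, exceeds 60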;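 note: rat C6 glioma line stably carrying human EP2 under a CMV promoter; the protocol text gives 20 µM as final concentration; 100% = response of wells given 1 µM PGE2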
Target sequence (P43116 whole entry, looked up): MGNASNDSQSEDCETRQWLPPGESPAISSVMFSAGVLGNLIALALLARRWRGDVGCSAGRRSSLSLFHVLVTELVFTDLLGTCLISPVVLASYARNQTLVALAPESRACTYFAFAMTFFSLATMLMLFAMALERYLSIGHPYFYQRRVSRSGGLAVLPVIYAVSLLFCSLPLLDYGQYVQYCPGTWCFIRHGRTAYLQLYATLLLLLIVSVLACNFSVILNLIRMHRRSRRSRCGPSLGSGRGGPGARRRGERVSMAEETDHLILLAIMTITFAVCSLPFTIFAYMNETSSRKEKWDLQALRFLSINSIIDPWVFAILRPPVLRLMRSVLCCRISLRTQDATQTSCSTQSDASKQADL
PGE2 EP2 inh = inhibitors of human EP2 prostaglandin E2 receptor. P43116. C6 glioma cells expressing human EP2, cAMP TR-FRET; cells stimulated with saturating PGE2. inhibition, % at 25 µM. actives 0.52% (n = 260,000);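 active = percent inhibition above 40 after rounding to a whole number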;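 note: rat C6 glioma host cells with rolipram phosphodiesterase inhibitor present; the protocol text gives 20 µM as final concentration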
S1P4 antagonist = human S1P4 receptor antagonism; inhibition, % at 4.98 µM; actives 0.26% (n = 220,000); O95977; S1P4-expressing cells, antagonist mode, reporter read-out; in the data active = inhibition above about 29%;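 note: 0% = wells stimulated with agonist and 100% = vehicle wells without agonist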
NPY Y1 blocker = NPY-Y1 (human) receptor antagonism; P25929; HEK293-CNG Y1 cells, membrane potential fluorescence; NPY at EC95, then isoproterenol; inhibition, % at 3.6 µM; actives 1% (n = 200,000);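 active = inhibition above the campaign mean inhibition of all tested compounds plus 3 SD, cut at about 20% in these data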;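 note: 0% = DMSO wells given NPY plus isoproterenol and 100% = isoproterenol alone without NPY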
Target sequence (P25929 whole entry, looked up): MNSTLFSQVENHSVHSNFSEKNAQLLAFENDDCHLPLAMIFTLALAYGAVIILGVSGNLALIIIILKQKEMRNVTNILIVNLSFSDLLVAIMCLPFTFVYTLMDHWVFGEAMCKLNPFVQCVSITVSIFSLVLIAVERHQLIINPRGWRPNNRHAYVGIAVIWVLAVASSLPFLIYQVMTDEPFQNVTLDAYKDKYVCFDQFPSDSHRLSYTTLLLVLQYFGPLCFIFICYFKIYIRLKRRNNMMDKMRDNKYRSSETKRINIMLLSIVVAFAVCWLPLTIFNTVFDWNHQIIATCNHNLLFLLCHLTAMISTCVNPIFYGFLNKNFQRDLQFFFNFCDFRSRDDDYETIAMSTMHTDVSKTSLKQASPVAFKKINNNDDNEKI
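Material: HEK293 cells with Y1 receptor plus CNG channel; times: compound incubation 1 h at room temperature, readout 45 min post-stimulation; signal: fluorescence, membrane potential probe; read-out basis: fluorescence ratio normalized to % inhibition between controls; benchmarks: full-block control isoproterenol-only wells, zero-block control NPY plus isoproterenol wells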
NPY-Y1 PAM-ag = human NPY-Y1 potentiation or agonism, primary screen; AID 1304; P25929; actives 0.37% (n = 220,000); activation, % at 3.6 µM; NPY-Y1 expressing cells, potentiator/agonist activation; in the data active = activation above about 33%, passing the limit was not always enough;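 note: cells stimulated with NPY at EC10 then isoproterenol at EC100; 0% = low agonist plus stimulus and 100% = saturating agonist plus stimulus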
S1P4 ag = activates the human S1P4 receptor. activation, % at 4.98 µM. O95977. S1P4-expressing cell line, agonist reporter assay. actives 0.35% (n = 220,000); in the data active = activation above about 11%;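 note: 0% = DMSO vehicle and 100% = reference agonist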
eIF4E-4G inh = eIF4E/eIF4G interaction inhibition in translation initiation; actives 0.37% (n = 220,000); TR-FRET eIF4E-eIF4GI(517-606) binding, 2 h; AID 782; inhibition, % at 21.7 µM;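 active = inhibition above about 30%, limit read from the data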;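 note: 0% = full FRET control wells and 100% = background wells lacking eIF4GI fragment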
NPY-Y2 PAM-ag = potentiators or agonists of human neuropeptide Y receptor Y2; P49146; cells expressing NPY-Y2, potentiator/agonist read-out; activation, % at 3.6 µM; actives 0.45% (n = 220,000); AID 1359; in the data active = activation above about 27%;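 note: cells stimulated with NPY near EC25 plus isoproterenol at EC100; 0% = vehicle plus submaximal agonist and 100% = vehicle plus saturating agonist; some results beyond the cut were filed as inactive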
p97 ATPase inh = blocks human p97 ATPase activity | recombinant p97 ATPase, Kinase-Glo ATP luminescence, 3 h | inhibition, % at 8 µM | actives 0.42% (n = 220,000) | P55072; in the data active = inhibition above about 15%;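 note: 0% = DMSO vehicle and 100% = wells lacking enzyme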
An asterisk follows results filed as active; & = joins results of further samples; [ ] = remark or other dose.

What do the screens show for `COc1ccc(C(=O)Nc2cc(C(=O)c3ccccc3)c(C)oc2=O)cc1`?
EP2 mod: 25; PGE2 EP2 inh: 4; S1P4 antagonist: 2; NPY Y1 blocker: 3; NPY-Y1 PAM-ag: -33; S1P4 ag: 0.2; eIF4E-4G inh: 5; NPY-Y2 PAM-ag: -12; p97 ATPase inh: 1

How did Cc1cc(C)cc(NC(=O)c2ccccc2CC[N+](=O)[O-])c1 do in these assays?
EP2 mod: 0; PGE2 EP2 inh: 9; S1P4 antagonist: -11; NPY Y1 blocker: 8; NPY-Y1 PAM-ag: 9; S1P4 ag: -2.2; eIF4E-4G inh: 76*; NPY-Y2 PAM-ag: -1; p97 ATPase inh: -3

Results for CSS(=O)(=O)c1cccc2cccnc12 ?
EP2 mod: 19; PGE2 EP2 inh: 6; S1P4 antagonist: 16; NPY-Y1 PAM-ag: 29; S1P4 ag: 2.5; eIF4E-4G inh: 5; NPY-Y2 PAM-ag: 4; p97 ATPase inh: 4

How did COC(=O)c1sccc1NC(=S)N(C)C1CCCCC1 do in these assays?
EP2 mod: 13; PGE2 EP2 inh: 6; S1P4 antagonist: -14; NPY Y1 blocker: 2; NPY-Y1 PAM-ag: -22; S1P4 ag: 5.0; eIF4E-4G inh: -3; NPY-Y2 PAM-ag: -15; p97 ATPase inh: -6

What do the screens show for `O=C(COc1ccc2oc3c(c2c1)CCCC3)Nc1ccccn1`?
EP2 mod: 1&-14; PGE2 EP2 inh: 7&9; S1P4 antagonist: 5; NPY Y1 blocker: 11; NPY-Y1 PAM-ag: -35; S1P4 ag: -2.0; eIF4E-4G inh: 3[fluorescence artefact?]; NPY-Y2 PAM-ag: -5; p97 ATPase inh: -3

What do the screens show for `COc1cccc(Nc2c3c(nc4c(-c5ccccc5)c(C)nn24)CCC3)c1`?
EP2 mod: 15; PGE2 EP2 inh: 5; S1P4 antagonist: -8; NPY Y1 blocker: 3; NPY-Y1 PAM-ag: -16; S1P4 ag: 0.4; eIF4E-4G inh: -3; NPY-Y2 PAM-ag: 7; p97 ATPase inh: -6

How did Cn1c(=O)c(C(=O)CN2CCCCC2)c(N)n(Cc2ccccc2)c1=O do in these assays?
EP2 mod: 8; PGE2 EP2 inh: 7; S1P4 antagonist: -17; NPY-Y1 PAM-ag: 1; S1P4 ag: 0.1; eIF4E-4G inh: -3; NPY-Y2 PAM-ag: -10; p97 ATPase inh: 8

Results for OCCCC1CCCN(Cc2cn[nH]c2-c2ccc(F)cc2F)C1 (stereo not given) ?
EP2 mod: 4; PGE2 EP2 inh: 3; S1P4 antagonist: -3; NPY Y1 blocker: 0; NPY-Y1 PAM-ag: 9; S1P4 ag: 1.0; eIF4E-4G inh: -2; NPY-Y2 PAM-ag: 5; p97 ATPase inh: 0

What do the screens show for `CCOc1ccc(NC(=O)NCc2ccco2)cc1`?
EP2 mod: 14; PGE2 EP2 inh: 4; S1P4 antagonist: 6; NPY Y1 blocker: -3; NPY-Y1 PAM-ag: -11; S1P4 ag: -0.4; eIF4E-4G inh: -1; NPY-Y2 PAM-ag: -4; p97 ATPase inh: 2

Results for O=C(Cc1cccc2ccccc12)Nc1nnc(-c2cccc([N+](=O)[O-])c2)s1 ?
EP2 mod: -8; PGE2 EP2 inh: 10; S1P4 antagonist: 6; NPY Y1 blocker: -1; NPY-Y1 PAM-ag: 3; S1P4 ag: 1.5; eIF4E-4G inh: 2; NPY-Y2 PAM-ag: 8; p97 ATPase inh: 10

What do the screens show for `COc1ccc(NC(=O)C(NS(=O)(=O)c2ccc3c(c2)CCCN3C(C)=O)C(C)C)c(OC)c1` (stereo not given)?
EP2 mod: 4; PGE2 EP2 inh: 10; S1P4 antagonist: -10; NPY Y1 blocker: -4; NPY-Y1 PAM-ag: -11; S1P4 ag: 0.1; eIF4E-4G inh: -1; NPY-Y2 PAM-ag: -1; p97 ATPase inh: -1

Results for CCC(=O)c1cc2c(cc1NC(=O)c1ccc(C)cc1)OCCO2 ?
EP2 mod: 25; PGE2 EP2 inh: 11; S1P4 antagonist: 4; NPY Y1 blocker: 2; NPY-Y1 PAM-ag: -35; S1P4 ag: 0.5; eIF4E-4G inh: -9; NPY-Y2 PAM-ag: -5; p97 ATPase inh: 1

What do the screens show for `O=C(O)c1cc(-c2ccc(N3CCOCC3)cc2)nn1-c1ccccc1Cl`?
EP2 mod: 13; PGE2 EP2 inh: 1; S1P4 antagonist: 13; NPY Y1 blocker: -1; NPY-Y1 PAM-ag: 11; S1P4 ag: 1.6; eIF4E-4G inh: 0; NPY-Y2 PAM-ag: 3; p97 ATPase inh: 7

What do the screens show for `CCOC(=O)CC(C#N)c1cn(C)c2ccccc12` (stereo not given)?
EP2 mod: 6; PGE2 EP2 inh: 7; S1P4 antagonist: 3; NPY Y1 blocker: 2; NPY-Y1 PAM-ag: 5; S1P4 ag: -0.1; eIF4E-4G inh: 1; NPY-Y2 PAM-ag: 3; p97 ATPase inh: 2

How did N#CC/C(N)=N/NC(=O)CCCNc1ncc(C(F)(F)F)cc1Cl do in these assays?
EP2 mod: 0; PGE2 EP2 inh: 5; S1P4 antagonist: -2; NPY Y1 blocker: 0; NPY-Y1 PAM-ag: 3; S1P4 ag: -0.5; eIF4E-4G inh: -2; NPY-Y2 PAM-ag: 3; p97 ATPase inh: 5

How did O=C(Nc1ccc2c(c1)CCC2)C1COc2ccccc2O1 (stereo not given) do in these assays?
EP2 mod: -7; PGE2 EP2 inh: 8; S1P4 antagonist: -3; NPY Y1 blocker: 11; NPY-Y1 PAM-ag: -49; S1P4 ag: -1.7; eIF4E-4G inh: 1; NPY-Y2 PAM-ag: -37; p97 ATPase inh: 0

Results for CN(Cc1ccccc1)c1nc2c(c(=O)[nH]c(=O)n2C)n1C ?
EP2 mod: 13; PGE2 EP2 inh: 19; S1P4 antagonist: -2; NPY Y1 blocker: 3; NPY-Y1 PAM-ag: -6; S1P4 ag: -1.6; eIF4E-4G inh: 4; NPY-Y2 PAM-ag: 11; p97 ATPase inh: 9

How did O=C(NC(=O)N1CCN(c2cccc(Cl)c2)CC1)c1ccccc1 do in these assays?
EP2 mod: -33; PGE2 EP2 inh: 5; S1P4 antagonist: -2; NPY Y1 blocker: 4; NPY-Y1 PAM-ag: -32; S1P4 ag: -1.2; eIF4E-4G inh: 1; NPY-Y2 PAM-ag: 2; p97 ATPase inh: -3

Results for Fc1ccc(-c2cc(-c3nnc4n3CCCCC4)c3ccccc3n2)cc1 ?
EP2 mod: 6; PGE2 EP2 inh: 14; S1P4 antagonist: -9; NPY Y1 blocker: -2; NPY-Y1 PAM-ag: -12; S1P4 ag: 0.9; eIF4E-4G inh: 8; NPY-Y2 PAM-ag: -4; p97 ATPase inh: -3

How did Cc1ccc2nc(NC(=O)c3cccc(-c4cc5ccccc5oc4=O)c3)sc2c1 do in these assays?
EP2 mod: 4; PGE2 EP2 inh: 19; S1P4 antagonist: -11; NPY Y1 blocker: -1; NPY-Y1 PAM-ag: 0; S1P4 ag: 2.2; eIF4E-4G inh: -25; NPY-Y2 PAM-ag: -6; p97 ATPase inh: -5

How did COc1cc(/C=N/NC(=O)c2csc3c2CCCC3)cc(OC)c1O do in these assays?
EP2 mod: -50; PGE2 EP2 inh: 6; S1P4 antagonist: 3; NPY Y1 blocker: 2; NPY-Y1 PAM-ag: -13; S1P4 ag: 1.3; eIF4E-4G inh: 25; NPY-Y2 PAM-ag: 11; p97 ATPase inh: 4

Results for CSc1ccc(CN(C)CC(=O)NC(=O)NC(C)(C)C)cc1 ?
EP2 mod: 16; PGE2 EP2 inh: 8; S1P4 antagonist: 6; NPY Y1 blocker: -2; NPY-Y1 PAM-ag: 4; S1P4 ag: 1.0; eIF4E-4G inh: 2; NPY-Y2 PAM-ag: -4; p97 ATPase inh: -1

What do the screens show for `Cc1ccc(Cl)cc1NC(=S)N(Cc1ccco1)C(C)c1cccs1` (stereo not given)?
EP2 mod: 63*; PGE2 EP2 inh: 5; S1P4 antagonist: 1; NPY Y1 blocker: 12; NPY-Y1 PAM-ag: -13; S1P4 ag: -0.5; eIF4E-4G inh: -4; NPY-Y2 PAM-ag: -1; p97 ATPase inh: -1

What do the screens show for `COc1ccc(CNC(=O)COC(=O)c2cc(-c3cccs3)nc3ccccc23)cc1OC`?
EP2 mod: -26; PGE2 EP2 inh: 18; S1P4 antagonist: -17; NPY Y1 blocker: 8; NPY-Y1 PAM-ag: -43; S1P4 ag: 1.9; eIF4E-4G inh: 1; NPY-Y2 PAM-ag: -32; p97 ATPase inh: -1

What do the screens show for `CCOC(=O)c1nnn2c1nc(N1CCN(c3ccccc3)CC1)c1ccccc12`?
EP2 mod: -13; PGE2 EP2 inh: 3; S1P4 antagonist: -8; NPY-Y1 PAM-ag: -38; S1P4 ag: 0.6; eIF4E-4G inh: 2; NPY-Y2 PAM-ag: -7; p97 ATPase inh: -4

How did COc1ccc(C(c2c(N)[nH]c(=S)[nH]c2=O)c2c(N)[nH]c(=S)[nH]c2=O)cc1 do in these assays?
EP2 mod: 26; PGE2 EP2 inh: 13; S1P4 antagonist: 9; NPY-Y1 PAM-ag: -7; S1P4 ag: -0.8; eIF4E-4G inh: 0; NPY-Y2 PAM-ag: -11; p97 ATPase inh: 12

What do the screens show for `Oc1ccc(Cl)cc1Cc1cc(Cl)ccc1O`?
EP2 mod: -16&-11; PGE2 EP2 inh: 11&13; S1P4 antagonist: -7; NPY Y1 blocker: -8; NPY-Y1 PAM-ag: 65; S1P4 ag: -0.2; eIF4E-4G inh: 3; NPY-Y2 PAM-ag: 62*; p97 ATPase inh: 4

Results for O=C(Cc1ccccc1)NNC(=O)C1CCN(c2ncccn2)CC1 ?
EP2 mod: 9; PGE2 EP2 inh: 5; S1P4 antagonist: -9; NPY Y1 blocker: 5; NPY-Y1 PAM-ag: -3; S1P4 ag: 1.7; eIF4E-4G inh: -6; NPY-Y2 PAM-ag: 1; p97 ATPase inh: -4

How did CC(C)NC(=O)c1ccccc1NC(=O)c1ccccc1N(C)S(C)(=O)=O do in these assays?
EP2 mod: -4; PGE2 EP2 inh: 6; S1P4 antagonist: -3; NPY Y1 blocker: 3; NPY-Y1 PAM-ag: -15; S1P4 ag: 0.2; NPY-Y2 PAM-ag: 6; p97 ATPase inh: 4

What do the screens show for `COc1ccc(C2CC(=O)Nc3ccccc3S2(=O)=O)cc1OC` (stereo not given)?
EP2 mod: 4; PGE2 EP2 inh: 14; S1P4 antagonist: -16; NPY Y1 blocker: -3; NPY-Y1 PAM-ag: 9; S1P4 ag: 1.4; eIF4E-4G inh: -10; NPY-Y2 PAM-ag: 3; p97 ATPase inh: -4

Results for Cc1nn(-c2ccccc2)c(Cl)c1/C=N/NC(=O)CCNc1n[nH]c(=O)[nH]c1=O ?
EP2 mod: 6; PGE2 EP2 inh: 10; S1P4 antagonist: -5; NPY-Y1 PAM-ag: -2; S1P4 ag: 0.2; eIF4E-4G inh: -2; NPY-Y2 PAM-ag: -27; p97 ATPase inh: 1

Results for Cc1ccc(C(=O)N/C(=C\c2cccs2)C(=O)NCC2CCCO2)cc1C (stereo not given) ?
EP2 mod: 52; PGE2 EP2 inh: 5; S1P4 antagonist: -13; NPY Y1 blocker: 0; NPY-Y1 PAM-ag: 10; S1P4 ag: 0.6; eIF4E-4G inh: 7; NPY-Y2 PAM-ag: -5; p97 ATPase inh: -1

Assay outcomes: PubChem BioAssay, several laboratories

These rows are one share of the data; rates above refer to the full screens.
